# Pin1 inhibitor: qHTS Assay to Find Inhibitors of Pin1; Peptidyl-prolyl cis-trans isomerase NIMA-interacting 1 (Homo sapiens), Q13526; Pin1 FP peptide displacement, HiFluor488, 10 min; Potency, µM (titrated, usually from 115 µM), inactives show top-dose activity, negative = inhibition, hits mostly inhibitors; 390,000 compounds, 0.009% hits; active = well fitted inhibition curve with a large enough effect in the polarisation, with a control signal flat, not every such curve was filed as active; inconclusive = small, poorly fitted or top-dose-only effect, or effect the other way, or a change in a side signal; inactive = no such curve, though single readings can be large or run the other way; the % refers to the polarisation; also: % is scaled to controls: 0 for no effect and ±100 for the full control effect
# Target sequence (Q13526 whole entry, looked up): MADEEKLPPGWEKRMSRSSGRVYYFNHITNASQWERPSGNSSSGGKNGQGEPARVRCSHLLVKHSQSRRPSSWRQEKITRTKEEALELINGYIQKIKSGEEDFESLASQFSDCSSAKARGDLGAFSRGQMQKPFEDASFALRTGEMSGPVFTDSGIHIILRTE
# HP1b binding inh: HTS for Inhibitors of HP1-beta Chromodomain Interactions with Methylated Histone Tails. AID 540317, 2011. AlphaScreen HP1-beta / biotin-H3K9me3 peptide binding. 390,000 compounds, 0.56% hits. Potency, µM (top dose mostly 114 µM), for the others: top-dose activity change, negative = inhibition, most hits filed as inhibitors. Chromobox protein homolog 1 (Homo sapiens), P83916; also: nearly all actives have a fitted effect of over 70% in size; inactives centre near 23
# Target sequence (P83916 whole entry, looked up): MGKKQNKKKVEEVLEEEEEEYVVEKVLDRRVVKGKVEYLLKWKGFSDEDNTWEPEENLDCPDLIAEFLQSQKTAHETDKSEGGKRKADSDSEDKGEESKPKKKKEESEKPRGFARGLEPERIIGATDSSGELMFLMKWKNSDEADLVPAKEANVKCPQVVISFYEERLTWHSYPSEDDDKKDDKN
#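 Compound inhibition of the preformed complex between 50 nM HP1-beta and 50 nM biotinylated H3K9me3 peptide was read by AlphaScreen. Buffer was PBS pH 7.4 with 0.01% Tween-20. Incubations ran 30 min at room temperature, with 10 ug/mL donor/acceptor beads.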
# POLI inh: qHTS for Inhibitors of Polymerase Iota. 390,000 compounds, 1% hits. Pol iota fluorescent replication assay, 10 min. Potency, µM (series often up to 115 µM), for the others: at the highest dose activity, negative = inhibition, actives largely listed as inhibitors
# Target sequence (Q9UNA4 whole entry, looked up): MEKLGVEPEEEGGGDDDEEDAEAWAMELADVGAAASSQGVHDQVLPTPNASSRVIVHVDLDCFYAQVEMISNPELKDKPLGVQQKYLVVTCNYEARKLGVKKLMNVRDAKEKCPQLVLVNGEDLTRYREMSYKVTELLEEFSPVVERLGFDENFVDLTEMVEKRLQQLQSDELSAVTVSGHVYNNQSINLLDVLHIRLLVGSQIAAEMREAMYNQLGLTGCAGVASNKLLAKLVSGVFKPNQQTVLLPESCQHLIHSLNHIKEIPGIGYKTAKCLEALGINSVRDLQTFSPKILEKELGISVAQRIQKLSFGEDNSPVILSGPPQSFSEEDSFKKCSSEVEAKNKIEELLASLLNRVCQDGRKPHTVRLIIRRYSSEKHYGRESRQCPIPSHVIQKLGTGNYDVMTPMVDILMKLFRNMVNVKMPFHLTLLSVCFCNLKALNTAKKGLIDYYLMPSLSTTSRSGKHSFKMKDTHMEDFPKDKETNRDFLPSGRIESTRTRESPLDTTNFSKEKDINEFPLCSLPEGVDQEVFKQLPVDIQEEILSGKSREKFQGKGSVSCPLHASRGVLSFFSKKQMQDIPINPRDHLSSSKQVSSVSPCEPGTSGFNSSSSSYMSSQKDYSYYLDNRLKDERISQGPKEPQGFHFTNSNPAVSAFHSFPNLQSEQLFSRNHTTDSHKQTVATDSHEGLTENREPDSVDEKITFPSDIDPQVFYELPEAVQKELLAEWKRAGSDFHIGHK
#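 Fluorescent replication assay read twice, at 0 min and 10 min after adding 50 nM (final) substrate. Enzyme (10 nM) and compounds were first incubated 15 min at room temperature; enzyme-free buffer wells were negative controls.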
# G9a block: qHTS Assay for Inhibitors of Histone Lysine Methyltransferase G9a; 350,000 compounds, 8.8% hits; Potency, µM (doses to about 102 µM), without a hit: at the top dose activity, negative = inhibition, hits mostly inhibitors; G9a H3K9 monomethylation, AlphaScreen, 2 h; Histone-lysine N-methyltransferase EHMT2 (Homo sapiens), Q96KQ7; also: % is scaled to controls: 0 for no effect and ±100 for the full control effect; nearly all actives have a fitted effect of over 75% in size
#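 Step 1: enzyme (final 20 nM) with compound, 15 min RT. Step 2: substrate peptide 500 nM and SAM 20 uM, 2 h RT. Step 3: anti-H3K9me1 antibody and AlphaScreen beads, 10 min, then plate read.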
# BLM helicase inh: qHTS Assay for Inhibitors of Bloom's syndrome helicase (BLM). RecQ-like DNA helicase BLM (Homo sapiens), P54132. recombinant BLM DNA unwinding, fluorescence dequenching. 350,000 compounds, 0.2% hits. AID 2528, 2010. Potency, µM (doses to about 56.1 µM), for inactives: at the top dose activity change, negative = inhibition, actives largely listed as inhibitors;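 also: plate controls were vehicle for no effect and no enzyme for full effect; nearly all actives have a fitted effect of over 35% in size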
# BAZ2B inh: qHTS Assay for Inhibitors of BAZ2B | AID 504333, 2011 | AlphaScreen BAZ2B-H3K14Ac peptide displacement | Potency, µM (titrated, usually from 114 µM), for the others: at the highest dose activity change, negative = inhibition, usual class: inhibitors | 360,000 compounds, 4.4% hits; also: % is scaled to controls: 0 for no effect and ±100 for the full control effect; nearly all actives have a fitted effect of over 60% in size
#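 Multi-concentration screen (max 110 uM) measuring displacement of acetylated histone H3 peptide from BAZ2B by AlphaScreen, using 50 nM protein, 50 nM peptide and 10 ug/mL streptavidin donor plus Ni-chelate acceptor beads.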
# PGK inhibitor: qHTS Assay to Find Inhibitors of Phosphoglycerate Kinase; Potency, µM (top dose mostly 57.5 µM), inactives show at the top dose activity change, negative = inhibition, hits mostly inhibitors; Phosphoglycerate kinase, glycosomal (Trypanosoma brucei brucei), P07378; 380,000 compounds, 0.043% hits; PGK/GAPDH coupled, Kinase-Glo luminescence, 60 min; also: % is scaled to controls: 0 for no effect and ±100 for the full control effect; nearly all actives have a fitted effect of over 60% in size
#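 Recombinant glycosomal PGK reaction used 1,3-bisphosphoglycerate generated in-well by GAPDH (100nM final) in 100mM TEA pH 7.6, 5mM MgCl2, 0.01% Tween-20. After 60 minutes at room temperature, ATP was read by Kinase-Glo Plus luminescence end-point.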
# JMJD2A Tudor: qHTS Assay for Inhibitors of JMJD2A-Tudor Domain; AlphaScreen JMJD2A-Tudor / H3K4me3 peptide binding; Potency, µM (doses to about 114 µM), inactives show at the highest dose activity change, negative = inhibition, most hits filed as inhibitors; 390,000 compounds, 4.4% hits; also: % is scaled to controls: 0 for no effect and ±100 for the full control effect; nearly all actives have a fitted effect of over 50% in size
# GLS inh: qHTS for Inhibitors of Glutaminase (GLS); Glutaminase kidney isoform, mitochondrial (Homo sapiens), O94925; GLS enzymatic activity, qHTS titration; Potency, µM (doses to about 45.5 µM), for inactives: at the highest dose activity change, negative = inhibition, actives largely listed as inhibitors; 410,000 compounds, 0.21% hits; also: % is scaled to controls: 0 for no effect and ±100 for the full control effect
#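 hKGA in 45 mM KH2PO4 (pH 8.2), 0.02% Tween-20 with compound, then 1mM L-Glutamine (stock as added) plus glutamate oxidase/HRP/Amplex red coupling mix. Fluorescence read initially and after 30 min at RT; signal change reflects glutamate formation.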
# An asterisk follows results filed as active; i = inactive; ? = inconclusive; nt = no result given; [ ] = another dose, or the depositor's remark. Unless noted, calls follow the shape of the dose curve; as a rule, active = well fitted curve in the direction sought with a large enough effect; inconclusive = small, poorly fitted or top-dose-only effect, or another doubt; inactive = no such curve, though single readings can be large; an effect the other way counts as inactive or inconclusive. Potency is read from the fitted curve at half-maximal effect.
# Preview, 3 compounds:
SMILES,Pin1 inhibitor,HP1b binding inh,POLI inh,G9a block,BLM helicase inh,BAZ2B inh,PGK inhibitor,JMJD2A Tudor,GLS inh
Cc1ccc(CN(C(=O)c2csnn2)C(C(=O)NC2CCCC2)c2cccnc2)cc1 (stereo unspecified),-1.5%,12.8%,17.8%,11.5%,-3.5%,-21.7%,-2.6%,-2.1%,-7.2%
O=C(COC(=O)C1C2CC3OC(=O)C1C3C2)Nc1cccc(C(F)(F)F)c1 (stereo unspecified),-5.0%,24.0%,9.5%,-11.4%,-0.7%,-5.5%,-5.1%,7.0%,-6.6%
C/C(=N\NC(=S)NCc1ccccc1)c1ccc(C(C)(C)C)cc1,1.3%,-11.8%,18.1%,-4.8%[59 µM],-10.6%,-38.2%,0.9%,?,7.0%

# The listing, from the start:
SMILES,Pin1 inhibitor,HP1b binding inh,POLI inh,G9a block,BLM helicase inh,BAZ2B inh,PGK inhibitor,JMJD2A Tudor,GLS inh
Cc1ccc(CN(C(=O)c2csnn2)C(C(=O)NC2CCCC2)c2cccnc2)cc1 (stereo unspecified),-1.5%,12.8%,17.8%,11.5%,-3.5%,-21.7%,-2.6%,-2.1%,-7.2%
O=C(COC(=O)C1C2CC3OC(=O)C1C3C2)Nc1cccc(C(F)(F)F)c1 (stereo unspecified),-5.0%,24.0%,9.5%,-11.4%,-0.7%,-5.5%,-5.1%,7.0%,-6.6%
C/C(=N\NC(=S)NCc1ccccc1)c1ccc(C(C)(C)C)cc1,1.3%,-11.8%,18.1%,-4.8%[59 µM],-10.6%,-38.2%,0.9%,?,7.0%
O=C(Nc1cccc2ccccc12)c1ccc(Cn2cc(Cl)cn2)cc1,1.5%,20.4%,11.5%,-14.9%[59 µM],-9.8%,0.3%,-3.4%,-19.3%,-2.6%
COc1cc(S(=O)(=O)N(Cc2cccnc2)Cc2ccco2)ccc1-n1cnnn1,-2.6%,-0.8%,?,5.62µM*,-4.4%,56.2µM*,4.2%,28.2µM*,-8.6%
O=C(CCn1c(=S)oc2ccccc21)NCCC1=CCCCC1,10.9%,48.4%[activator],12.6%,nt,-4.3%,6.1%,-1.0%,-20.5%,-5.0%
CCOC(=O)CNC(=O)OC1CCN2Cc3ccccc3N=C12 (stereo unspecified),-2.7%,29.5%,125.7%[activator],-3.6%,-4.2%,3.3%,4.0%,3.5%,84.8%[activator]
Cc1ccc(-c2nc(SCC(=O)N(C)C3CCS(=O)(=O)C3)[nH]c2-c2ccc(C)cc2)cc1 (stereo unspecified),-4.1%,-16.8%,?,?,-11.5%,50.1µM*,0.5%,?,-0.5%
Cc1nnc(SCC(=O)Nc2ccc(O)cc2)c2ccccc12,0.8%,23.4%,7.3%,7.0%[59 µM],-2.5%,-9.4%,-0.4%,-14.5%,8.4%
COc1cccc(-c2cn3c(n2)sc2cc(C(=O)NC4CCCCCC4)ccc23)c1,2.3%,17.6%,?,-5.5%[59 µM],0.2%,?,9.5%,-10.2%,-11.2%
COc1ccc(NC(=O)c2sccc2SCC#N)cc1,3.4%,-24.9%,-11.2%[58.9 µM],7.94µM*,-1.0%,11.4%,-4.3%,-12.0%,-10.2%
Cc1cccc(C(=O)NCC(=O)OCc2cc(=O)n3nc(C4CCCCC4)sc3n2)c1,-2.0%,-17.1%,10.5%,30.5%[59 µM],-3.0%,-1.8%,-6.0%,-23.0%,-1.9%
Cc1cc(C)n(CC(C)C(=O)O)n1 (stereo unspecified),-11.7%,7.8%,1.5%,nt,4.0%,79.4µM*,-7.3%,-13.4%,18.1%
O=C(Nc1ccc(Cl)cc1)C1CCN(C(=O)c2cccs2)CC1,-0.1%,18.5%,15.6%,13.4%,-2.7%,3.9%,i,2.1%,-8.3%
CCOc1ccc(CCNS(=O)(=O)c2cc3c(cc2C)NC(=O)CO3)cc1OCC,6.7%,33.4%,13.7%,nt,-0.8%,2.5%,i,0.7%,2.8%
CC1CCN(S(=O)(=O)c2ccc(NC(=O)C3CCCCC3C(=O)O)cc2)CC1 (stereo unspecified),5.5%,19.6%[57 µM],17.7%,nt,nt,nt,2.5%,-12.5%,11.2µM*
CCN(CC)CCCNC(=O)CC1Sc2ccccc2NC1=O (stereo unspecified),?,28.9%,12.2%,nt,-0.1%,3.3%,3.7%,4.4%,10.5%
C=CCCC(=O)N1CCC(n2nccc2NC(=O)CCCc2ccccc2)CC1,-0.4%,20.1%,8.5%,40.6%,-4.2%,-3.4%,-1.7%,-3.7%,-1.9%
CSc1nc(NCC(C)O)c2c3c(sc2n1)CN(C)CC3 (stereo unspecified),4.4%,43.9%[activator],-4.5%,?,4.6%,-3.1%,3.5%,-14.1%,-11.9%
CSc1ccccc1C(=O)N1CCN(c2ccc(F)cc2)CC1,-0.1%,12.0%,3.4%,-14.0%,-0.7%,-1.6%,5.0%,-12.0%,2.2%
C#CCOCCOCCOCCNc1nc(N2CCN(C(=O)CCCCCCCCCCNC(=O)Cn3cc(CCCCCN)nn3)CC2)nc(N2CCN(C(=O)CCCCCCCCCCNC(=O)[C@H](CO)n3cc(CCCSC)nn3)CC2)n1,?,?,?,20.7%[2.33 µM],nt,50.1µM*,9.9%,79.4µM*,?
COc1ccccc1NS(=O)(=O)c1cccc(NC(=O)c2cncc(Br)c2)c1,2.6%,19.8%,7.5%,nt,nt,nt,0.8%,-9.7%,0.4%
Fc1ccc(C2Nc3cccc4cccc(c34)N2)cc1,?,?,?,-36.8%[2.33 µM],-9.1%,?,-4.7%,?,24.5%
COC(=O)[C@H](c1ccccc1Cl)N1CCc2sccc2C1,6.1%,54.7%[activator],-17.4%,2.3%[12.7 µM],-3.0%,-37.4%,3.8%,-2.2%,7.3%
CC(C)(C)c1ccc(OCc2cc(=O)n3c4c(sc3n2)CCCC4)cc1,-0.1%,18.6%,30.7%[activator],5.4%[59 µM],-3.9%,0.4%,1.4%,-10.9%,0.9%
CCCNC(=O)C1CCN(C(=O)N2CC(C)Oc3ccccc32)CC1 (stereo unspecified),0.6%,54.1%[activator],22.9%,5.4%[59 µM],-0.9%,-12.0%,-4.8%,3.9%,-5.6%
Cc1noc(/C=C/N(C)C)c1S(=O)(=O)N1CCN(c2ccc(F)cc2)CC1,23.6%,6.3%,-1.6%,?,-8.3%,?,-4.1%,-32.2%,1.1%
Cc1cc(SCCOc2ccc(Br)cc2)nc(N)n1,-5.6%,34.6%,-1.4%,1.1%,-4.1%,-5.4%,6.2%,5.9%,8.9%
COc1ccc(C(CNC(=O)c2cccc(S(=O)(=O)Nc3ccccc3OC)c2)N2CCOCC2)cc1 (stereo unspecified),5.0%,9.6%,46.2%[activator],2.1%[0.501 µM],nt,21.7%,0.1%,-1.4%,0.1%
CN(C)c1ccc(/C=C(/C#N)C(=O)Nc2nc3c(s2)CCN(Cc2ccccc2)C3)cc1,?,6.3%,3.7%,nt,nt,nt,-2.2%,-26.4%,4.2%
COc1cc2ccccc2cc1C(=O)Nc1ccc(N2CCN(C(=O)C(C)C)CC2)cc1,-2.2%,8.7%,36.3%[activator],-11.7%[0.0925 µM],0.1%,?,-8.7%,-32.8%,17.8%
CN(Cc1ccccc1)S(=O)(=O)c1ccc(Cl)c(C(=O)NCCCN2CCOCC2)c1,-4.3%,22.3%,10.5%,-38.1%,nt,-1.1%,1.1%,-8.1%,5.6%
[O-][n+]1cccc2c(Br)cc(Br)c(O)c21,?,8.1%,36.3%,50.1µM*,-15.3%,nt,i,-27.1%,-1.9%
O=C(O)COc1ccc2c(c1)O/C(=C\c1ccco1)C2=O,?,39.8µM*,11.2µM*,10µM*,-9.1%,39.8µM*,28.2µM*,20µM*,10µM*
Cc1ccc(NC(=O)CC2COc3ccccc3O2)cc1 (stereo unspecified),-3.0%,34.6%[activator],2.5%,9.1%[59 µM],-1.9%,3.9%,-9.8%,0.7%,-4.1%
NNC(=O)c1cn2ccccc2n1,8.4%,27.6%,10.3%,3.16µM*,-1.8%,17.8µM*,4.1%,20µM*,12.2%
S=C(NCc1cccnc1)Nc1ccc2c(c1)OCO2,-3.4%,40.6%[activator],16.2%,-4.4%,-4.9%,-14.7%,-4.8%,4.5%,22.6%
CC(C)OC(=O)CN1C(=O)C(=O)c2ccccc21,-3.4%,9.0%,27.5%,9.3%[59 µM],-14.5%,-1.1%,-3.0%,-16.4%,4.7%
Cc1c(Cl)cccc1NC(=S)C(=C([O-])c1ccc(Cl)s1)[n+]1ccccc1,-0.1%,?,31.1%[activator],nt,nt,nt,-4.9%,50.1µM*,-7.5%
Cc1cnc(C(=O)OCC(=O)NC2CCCCCC2)cn1,0.7%,23.1%,7.2%,7.0%,2.8%,nt,-9.8%,4.2%,0.0%
C[C@@H]1CN([C@H](C)CO)C(=O)Cc2cc(NC(=O)Nc3ccccc3)ccc2O[C@@H]1CN(C)C(=O)Nc1ccc2c(c1)OCO2,?,9.5%,-16.6%,nt,nt,nt,2.6%,-33.6%,15.4%
Cc1ccc(NC(=O)C(=O)C2C(=O)Nc3ccccc32)cc1 (stereo unspecified),-4.1%,37.9%,48.9%[activator],?,0.2%,3.4%,4.9%,-13.4%,-0.9%
Cn1c(C23CC4CC(CC(C4)C2)C3)n[nH]c1=S,-1.1%,-0.1%,-13.8%,22.4µM*,3.9%,6.3%,6.7%,5.62µM*,9.6%

# Compound activity as filed in PubChem BioAssay.

# Some of the compounds tested; the hit share may differ from the screen's.
